CRFR2-BP antag: CRF-BP/CRF-R2 complex antagonism. HEK293 CRF-R2/CRF-BP, CRF-induced calcium fluorescence. inhibition, % at 11.8 µM. 350,000 tested, 0.59% active;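 active = inhibition of the ligand-induced calcium signal above about 50% at the single tested concentration, limit read from the data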
CHRM5 PAM: CHRM5 positive allosteric modulation; activation, % at 3 µM; 360,000 tested, 0.3% active; CHO-K1 hM5, Fluo-8 calcium, ACh EC20 PAM; 0% = ACh EC20, 100% = ACh EC100; P08912;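 active = activation above the run cutoff, the mean activation of all test compounds plus 3 SD, cut at about 18% in these data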
Target sequence (P08912 whole entry, looked up): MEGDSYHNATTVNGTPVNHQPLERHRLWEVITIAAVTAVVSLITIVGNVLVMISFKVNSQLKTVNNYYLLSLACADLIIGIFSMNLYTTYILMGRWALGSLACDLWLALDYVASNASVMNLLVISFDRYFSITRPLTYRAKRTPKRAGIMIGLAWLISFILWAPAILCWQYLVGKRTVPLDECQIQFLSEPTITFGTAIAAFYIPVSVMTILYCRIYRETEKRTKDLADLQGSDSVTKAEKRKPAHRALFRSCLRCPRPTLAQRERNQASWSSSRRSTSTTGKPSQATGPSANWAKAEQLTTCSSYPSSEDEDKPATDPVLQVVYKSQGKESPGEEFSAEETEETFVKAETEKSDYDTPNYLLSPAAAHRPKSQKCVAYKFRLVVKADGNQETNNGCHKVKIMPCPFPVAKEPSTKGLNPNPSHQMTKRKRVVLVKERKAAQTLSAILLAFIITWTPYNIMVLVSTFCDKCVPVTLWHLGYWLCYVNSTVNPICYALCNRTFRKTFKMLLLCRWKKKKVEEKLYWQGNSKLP
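System: CHO-K1 hM5 cells. Reagent: acetylcholine, EC20 level. Compound dosing: single dose, 3 µM nominal final test concentration. Timing: Post-acetylcholine fluorescence recording 140 s. Detection: Fluo-8 calcium fluorescence. Read-out: % activation, ACh-normalized. Benchmarks: ACh EC20 and EC100 wells. Repeats: singlicate, one well per test compound.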
M1 PAM parental: nonselective activator or artifact in parental CHO-K1 calcium assay | ATP EC20, Fluo-8 calcium fluorescence; 0% at ATP EC20, 100% at ATP max | activation, % at 3 µM | 360,000 tested, 0.02% active | AID 602247;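 active = activation above the run cutoff, the mean activation of all test compounds plus 3 SD, cut at about 40% in these data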;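 also: peak over basal fluorescence ratio in a 140 s read after ATP addition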
M5 antag: blocks acetylcholine activation of human M5 receptor; inhibition, % at 3 µM; AID 624040; 360,000 tested, 0.59% active; CHO-hM5 cells, Fluo-8 calcium fluorescence, ACh EC80;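 active = inhibition above a per-plate cutoff, the mean of that plate's test compounds plus 3 SD, cut at about 27% in these data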;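 also: 0% = acetylcholine EC80 with DMSO and 100% = DMSO without agonist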
CHRM4 PAM: CHRM4 positive allosteric modulation; P08173; CHO-K1 hM4/Gqi5, Fluo-8 calcium fluorescence, ACh EC20; 0% = ACh EC20, 100% = maximal ACh; activation, % at 3 µM; 360,000 tested, 0.4% active; AID 624126;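 active = activation above its plate's cutoff, the mean activation of sample wells plus 3 SD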; also: some results filed as inactive read as strong as hits
Target sequence (P08173 whole entry, looked up): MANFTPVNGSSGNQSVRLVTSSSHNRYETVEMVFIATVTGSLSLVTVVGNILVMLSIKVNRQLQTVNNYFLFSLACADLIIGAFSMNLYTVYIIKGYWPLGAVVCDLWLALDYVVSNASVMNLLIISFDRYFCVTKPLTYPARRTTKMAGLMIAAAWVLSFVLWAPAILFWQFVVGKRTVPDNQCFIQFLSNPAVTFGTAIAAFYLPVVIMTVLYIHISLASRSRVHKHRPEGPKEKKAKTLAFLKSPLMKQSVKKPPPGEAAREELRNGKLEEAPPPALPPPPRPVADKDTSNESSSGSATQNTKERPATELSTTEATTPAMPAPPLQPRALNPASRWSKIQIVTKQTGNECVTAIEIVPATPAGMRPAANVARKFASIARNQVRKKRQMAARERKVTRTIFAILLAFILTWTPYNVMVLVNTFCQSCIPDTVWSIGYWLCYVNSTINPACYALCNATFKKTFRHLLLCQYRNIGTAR
TAAR1 agonist: agonists of human TAAR1; CHO RD-HGA16 TAAR1, Fluo-8 calcium fluorescence; vehicle wells 0%, saturating PEA agonist 100%; activation, % at 3 µM; 360,000 tested, 0.99% active;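 active = activation above the mean activation of all test compounds in the run plus 3 SD, cut at about 38% in these data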
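Benchmarks: low control DMSO, high control PEA (EC100); System: CHO RD-HGA16 cells carrying human TAAR1 plus Gα16; Detection: Fluo-8 fluorescence, 5 s baseline then 140 s kinetic read; Schedule: 17-24 h plating, Fluo-8 75 min 37 °C, 30 min RT; Read-out basis: % activation from peak over basal fluorescence ratio, DMSO-to-PEA scaled.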
CHRM5 agonist: CHRM5 agonism in calcium assay. CHO-K1 hM5 cells, Fluo-8 calcium fluorescence; 0% DMSO wells, 100% maximal acetylcholine response. activation, % at 3 µM. 360,000 tested, 0.19% active. AID 624037;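 active = activation above the run's mean over test compounds plus 3 SD, cut at about 23% in these data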;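 also: signal is peak over basal fluorescence ratio across the kinetic read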
CRFBP-R2 agonist: CRF-BP/CRF-R2 complex agonism. HEK293 CRF-R2/CRF-BP, calcium dye fluorescence (FLIPR); percent of saturating CRF peptide response. activation, % at 13.2 µM. 350,000 tested, 0.46% active. AID 588473;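 active = activation of at least 50%, plus an integration ratio under a set limit after plate pattern correction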;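 also: plate controls were neutral control wells without compound for no effect and CRF at EC100 for full effect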
TAAR1 antag: human TAAR1 antagonism. Q96RJ0. CHO RD-HGA16 TAAR1, Fluo-8 calcium fluorescence, antagonist. inhibition, % at 3 µM. 360,000 tested, 1.5% active. AID 624466;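 active = inhibition above a per-plate cutoff, the mean inhibition of test compounds on that plate plus 3 SD, cut at about 49% in these data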;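 also: 0% = DMSO plus EC80 beta-PEA response and 100% = DMSO alone without agonist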
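Test system – hTAAR1-expressing CHO RD-HGA16 cells, Gα16-coupled · Reagent – β-PEA at EC80 concentration, post-compound challenge · Compound dosing – 3 µM, single point · Timing – 140 s kinetic read after compound, 140 s after agonist · Detection – Fluo-8 intracellular calcium dye fluorescence, real-time kinetic reads · Control set – DMSO and EC80 PEA controls · Repeats – n of 1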
An asterisk follows results filed as active; / = no result given.

1) c1ccc([C@H]2CN3C(=N2)Sc2ccccc23)cc1
2) CC(=O)c1sc(N/N=C\c2ccccc2O)nc1C
3) S=c1[nH]ncn1/N=C/c1ccco1
4) O=C(NCCN1CCOCC1)c1ccc2c(c1)N(Cc1ccc(Cl)cc1)C(=O)CS2
5) CCOCc1c(C(=O)Nc2cc(OCC)c(N3CCOCC3)cc2OCC)oc2ccccc12
6) CC(C)c1ccc(N(C(=O)CNC(=O)c2ccco2)C(C(=O)NC2CCCC2)c2cccnc2)cc1 (stereo not drawn)

compound no.	1	2	3	4	5	6
CRFR2-BP antag	9	-26	3	0	-31	-2
CHRM5 PAM	1	1	1	-5	13	0
M1 PAM parental	-11	20	-5	-3	31	14
M5 antag	3	-22	5	-1	-11	21
CHRM4 PAM	9	0	-1	-15	6	6
TAAR1 agonist	1	42*	2	2	2	4
CHRM5 agonist	1	3	2	-6	-3	-3
CRFBP-R2 agonist	-2.9	12	-0.4	-1.2	-1.3	-3.7
TAAR1 antag	-16	16	-15	-2	-5	-7

7) CCOCc1c(C(=O)Nc2ccc3nc(N4CCOCC4)sc3c2)oc2ccccc12
8) NC(=NC(=O)c1ccccc1)N1CCOCC1
9) COCCn1c(=NC(=O)CSC(C)=O)sc2cc(OC)ccc21
10) COC(=O)c1c(C)oc(C)c1S(=O)(=O)N(Cc1ccccc1)C(C)C
11) COc1cc(C(CCN2CCN(c3ccccc3)CC2)c2c(OC)cc(OC)c3ccc(=O)oc23)cc(OC)c1OC (stereo not drawn)
12) O=C(CN1C(=O)CSc2ncccc21)Nc1ccccc1F

compound no.	7	8	9	10	11	12
CRFR2-BP antag	-1	2	-4	47	33	12
CHRM5 PAM	-15	6	3	-3	-9	-3
M1 PAM parental	-12	12	13	-4	-17	-2
M5 antag	17	6	1	1	17	14
CHRM4 PAM	-3	-3	-4	-3	3	6
TAAR1 agonist	10	4	1	-2	2	3
CHRM5 agonist	7	3	1	-4	-3	-4
CRFBP-R2 agonist	-0.4	0.8	-2.0	1.1	-6.5	0.5
TAAR1 antag	6	-3	-19	3	8	-9

Gathered by group: those above with nitrogen in an aromatic ring (six)
2) CC(=O)c1sc(N/N=C\c2ccccc2O)nc1C
3) S=c1[nH]ncn1/N=C/c1ccco1
6) CC(C)c1ccc(N(C(=O)CNC(=O)c2ccco2)C(C(=O)NC2CCCC2)c2cccnc2)cc1 (stereo not drawn)
7) CCOCc1c(C(=O)Nc2ccc3nc(N4CCOCC4)sc3c2)oc2ccccc12
9) COCCn1c(=NC(=O)CSC(C)=O)sc2cc(OC)ccc21
12) O=C(CN1C(=O)CSc2ncccc21)Nc1ccccc1F

compound no.	2	3	6	7	9	12
CRFR2-BP antag	-26	3	-2	-1	-4	12
CHRM5 PAM	1	1	0	-15	3	-3
M1 PAM parental	20	-5	14	-12	13	-2
M5 antag	-22	5	21	17	1	14
CHRM4 PAM	0	-1	6	-3	-4	6
TAAR1 agonist	42*	2	4	10	1	3
CHRM5 agonist	3	2	-3	7	1	-4
CRFBP-R2 agonist	12	-0.4	-3.7	-0.4	-2.0	0.5
TAAR1 antag	16	-15	-7	6	-19	-9

The listing continues.
13) COC(=O)C1=C(CSCc2ccccc2)NC(=O)NC1c1cc(C)ccc1C (stereo not drawn)
14) Nc1nnc(CSCc2ccc(F)cc2)s1
15) Cc1[nH]c(C)c(S(=O)(=O)Nc2ccccc2)c1C(=O)N1CCCC1
16) O=C(Nc1ccncc1)c1sc2ccccc2c1Cl
17) CCOc1ccc2nc(N(CCN(C)C)C(=O)/C=C/c3cccs3)sc2c1
18) CCCCN1CNC(=S)N(c2cc(C)ccc2C)C1

compound no.	13	14	15	16	17	18
CRFR2-BP antag	-22	-38	-2	10	-15	-9
CHRM5 PAM	10	6	-3	0	1	-6
M1 PAM parental	-8	-9	4	2	-7	18
M5 antag	-15	-9	11	1	5	5
CHRM4 PAM	3	8	0	-7	-2	7
TAAR1 agonist	9	10	0	3	/	16
CHRM5 agonist	-1	3	-5	-9	-5	0
CRFBP-R2 agonist	0.0	-2.0	-2.1	-1.9	2.1	-2.3
TAAR1 antag	-12	2	-14	-27	/	-12

19) CCCCc1nc(SCc2ccc([N+](=O)[O-])cc2)n[nH]1
20) CCOc1cc(/C=N/NC(=O)c2ccc(=O)n(C)c2)ccc1O
21) O=C(NCC1CCCO1)c1cccc(Oc2c(Cl)cccc2[N+](=O)[O-])c1 (stereo not drawn)
22) NS(=O)(=O)c1ccc2nc(NC(=O)CS(=O)(=O)c3ccccc3)sc2c1
23) CC1(C)C2CCC1(CS(=O)(=O)NCCc1c[nH]c3ccccc13)C(=O)C2 (stereo not drawn)
24) Cc1cc(Br)ccc1OCC(=O)NC1CCCC1

compound no.	19	20	21	22	23	24
CRFR2-BP antag	15	-16	-1	37	-14	-15
CHRM5 PAM	0	1	-13	6	3	4
M1 PAM parental	4	21	8	21	-3	15
M5 antag	2	-5	22	8	1	2
CHRM4 PAM	7	-1	-8	1	-2	1
TAAR1 agonist	-3	0	6	0	3	2
CHRM5 agonist	-4	1	0	-3	-4	-1
CRFBP-R2 agonist	-0.9	0.7	-0.2	1.7	-1.2	-0.9
TAAR1 antag	13	1	2	-8	1	-23

25) Cc1ccc(S(=O)(=O)NCCN=Cc2ccc(N(C)C)cc2)cc1
26) COc1ccc(CNC(=O)CN(C(=O)c2csnn2)c2cccc(C(C)=O)c2)cc1
27) O=C(NC(Cc1ccccc1)C(=O)O)/C(=C/c1ccc(Cl)cc1)NC(=O)c1ccccc1 (stereo not drawn)
28) CCOc1ccc(OCCCC(=O)N(CC)CC(=O)Nc2c(F)cccc2F)cc1
29) O=C1c2ccccc2NC(c2ccc3c(c2)OCO3)N1O (stereo not drawn)
30) Cc1cccc(Nc2nc(N)c([N+](=O)[O-])c(N3CCOCC3)n2)c1

compound no.	25	26	27	28	29	30
CRFR2-BP antag	-14	-1	5	-4	47	-41
CHRM5 PAM	0	5	-5	-4	4	-5
M1 PAM parental	0	-4	-10	13	17	15
M5 antag	4	-2	5	7	-6	-5
CHRM4 PAM	-1	1	10	2	0	-1
TAAR1 agonist	1	1	3	2	4	2
CHRM5 agonist	-2	0	-2	6	0	1
CRFBP-R2 agonist	1.1	-1.1	0.9	-1.6	-2.8	-0.6
TAAR1 antag	-24	-15	-3	-8	-15	18

31) Cc1[nH]c2ccccc2c1C1C(c2ccccc2)=NN=C(C(C)C)N1O (stereo not drawn)
32) CC(=O)Nc1ccc(Oc2ccc3nc(C)[nH]c3c2)cc1
33) Cc1ccc(-c2nc(=S)c3c(n2CC2CCCO2)CC(C)(C)OC3)cc1 (stereo not drawn)
34) COC(=O)CSc1ncnc2scc(-c3ccccc3)c12
35) O=C(Cc1ccccc1)NNC1CC(=O)N(c2ccc(Oc3ccccc3)cc2)C1=O (stereo not drawn)
36) Cc1ccc(NC(=O)[C@@H]2O[C@H](CO)[C@@H](O)[C@H]2O)cc1C(F)(F)F

compound no.	31	32	33	34	35	36
CRFR2-BP antag	-7	-23	-16	3	9	/
CHRM5 PAM	2	0	-6	5	1	-1
M1 PAM parental	15	23	-2	8	13	-10
M5 antag	0	-1	-1	2	3	4
CHRM4 PAM	3	3	-1	-2	-3	-2
TAAR1 agonist	-1	2	6	-2	5	5
CHRM5 agonist	-4	-4	0	-11	0	1
CRFBP-R2 agonist	5.9	1.4	-1.1	0.5	-3.9	/
TAAR1 antag	-18	2	6	-14	-9	1

37) CC(=O)Nc1ccc(S(=O)(=O)N2CCN(C(=O)c3ncoc3-c3cccc(F)c3)CC2)cc1
38) COc1cc2c(cc1OC)[C@H](C)N(C(=O)NCc1ccccc1)CC2
39) CCOC(=O)C1CCN(C(=O)COc2ccc(S(=O)(=O)N3CCOCC3)cc2C)CC1
40) Cc1ccc(NC(=O)CCN2C(=O)CSC2=O)c(C)c1
41) CCCC(c1nnnn1Cc1ccc2c(c1)OCO2)N1CCC(C(N)=O)CC1 (stereo not drawn)
42) N#Cc1c(-c2ccc(Cl)cc2)c2c([nH]c1=S)CCCC2

compound no.	37	38	39	40	41	42
CRFR2-BP antag	-3	6	13	-2	-26	3
CHRM5 PAM	-3	7	6	1	-3	-11
M1 PAM parental	11	-16	19	8	18	3
M5 antag	-7	6	-3	0	-7	-2
CHRM4 PAM	2	1	-2	-1	2	3
TAAR1 agonist	2	1	2	17	7	9
CHRM5 agonist	2	-3	1	-2	-4	-3
CRFBP-R2 agonist	3.4	-2.8	-0.1	0.8	-1.7	0.8
TAAR1 antag	3	5	-16	8	6	20

43) Cn1c(=O)c2cc(S(=O)(=O)Nc3ccc4c(c3)OCO4)ccc2n(C)c1=O
44) CCc1nnc(NC(=O)CCN(c2cc(C)cc(C)c2)S(=O)(=O)c2ccc(Cl)cc2)s1
45) COc1ccc(C(=O)Nc2ccc3nc(N4CCCCC4)cc(C)c3c2)cc1OC
46) Cc1ccc(NC(=O)CSCC(=O)Nc2cccc3ncccc23)cc1
47) COc1ccc(CC(NC(C)=O)C(=O)NC2CCN(S(=O)(=O)c3cccc4ccccc34)CC2)cc1OC (stereo not drawn)
48) O=C(CN1CCN(c2ccc(F)cc2)CC1)NCc1ccc(F)cc1

compound no.	43	44	45	46	47	48
CRFR2-BP antag	6	-37	-40	-3	18	-3
CHRM5 PAM	-10	19*	-2	8	-4	0
M1 PAM parental	-9	-3	17	3	11	11
M5 antag	8	11	5	-7	0	4
CHRM4 PAM	-7	18	5	4	3	1
TAAR1 agonist	1	-1	4	3	7	10
CHRM5 agonist	-2	6	-1	3	0	-2
CRFBP-R2 agonist	-1.3	1.1	-1.0	1.3	-0.3	0.8
TAAR1 antag	16	-13	8	-28	-1	-12

High-throughput results from PubChem BioAssay.
